# Assay outcomes from PubChem BioAssay.
# Yfh1-off respiration – mitochondrial function rescue without frataxin homolog – Friedreich's ataxia, plus single-dose screen, dose response (AID 1465); S. cerevisiae Yfh1-off respiration, WST-1 reduction, 72 h; higher fold induction means a stronger effect; 220,000 tested, 0.074% active; fold induction at 50 µM, or EC50 in µM where a hit was titrated;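 active means fold induction of absorbance versus untreated yeast above a set limit, then at least 30% activation at any dose in follow-up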;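 further: activators that raise dye reduction in frataxin-depleted yeast; strong numbers were not always called active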
# P. falciparum M17LAP – P. falciparum M17LAP inhibitors, primary screen, biochemical, fluorogenic H-Leu-NHMec substrate, 1536-well (AID 1619); recombinant M17LAP, H-Leu-NHMec fluorogenic kinetic assay; higher % means a stronger effect; one-dose inhibition, % at 30 µM; IC50 in µM for titrated hits; 220,000 tested, 0.38% active;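 active means compound inhibiting the enzyme by more than half at any dose during confirmatory dose-response retesting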;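 further: plate controls were full reaction with DMSO carrier for no effect and no enzyme background for full effect; strong numbers were not always called active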
# WT yeast gro inh – growth inhibition of WT yeast, mitochondrial fusion screen | mitochondrial fusion phenotypic screen, WT strain | inhibition, % at 10 µM | 190,000 tested, 2.1% active | AID 1362; in the data active means inhibition above about 58%; tested in S. cerevisiae
# LYP inhibition – PTPN22 lymphoid phosphatase activity blockers – biochemical, fluorescence intensity, uHTS (AID 1779). recombinant LYP phosphatase, fluorescence intensity; higher % means a stronger effect. one-dose inhibition, % at 11.5 µM; IC50 in µM for titrated hits. 290,000 tested, 0.054% active;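 further: plate controls were vehicle with enzyme for no effect and no enzyme for full effect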
# human PMI inhibitors – MPI inhibition at elevated mannose 6-phosphate – biochemical, fluorescence intensity, high mannose 6-phosphate, primary screen (AID 1220). recombinant PMI enzyme, coupled fluorescence intensity; higher % means a stronger effect. inhibition, % at 20 µM, or IC50 in µM where a hit was titrated. 190,000 tested, 0.66% active
# M1AAP inhibition – P. falciparum M1AAP inhibitors, biochemical, fluorogenic H-Leu-NHMec substrate, 1536-well (AID 1445) | 220,000 tested, 0.42% active | recombinant M1AAP, H-Leu-NHMec fluorogenic kinetic assay; higher % means a stronger effect | one-dose inhibition, % at 30 µM; IC50 in µM for titrated hits;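 active means primary inhibition above the hit cutoff, then over 50% inhibition at one or more dose response concentrations, cut at about 23% in these data, passing the limit was not always enough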;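 further: plate controls were DMSO full reaction for no effect and no enzyme background for full effect; strong numbers were not always called active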
# human PMI inhibition – MPI enzyme activity inhibition – biochemical, fluorescence intensity, coupled assay, primary screen (AID 1209); 190,000 tested, 0.42% active; purified PMI enzyme, coupled fluorescence intensity; higher % means a stronger effect; one-dose inhibition, % at 20 µM; IC50 in µM for titrated hits;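 further: plate controls were DMSO vehicle for no effect and wells lacking substrate for full effect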
# XIAP antagonists – small molecules displacing peptide from XIAP – biochemical, IAP family, fluorescence polarization (AID 1018); XIAP BIR domain, fluorescence polarization peptide displacement; higher % means a stronger effect; displacement, % at 20 µM, or IC50 in µM where a hit was titrated; 200,000 tested, 0.007% active; in the data active means displacement above about 50%; further: a part of the inactive calls stands beside numbers as strong as those of hits
# TNAP activators – stimulation of alkaline phosphatase TNAP activity – biochemical, luminescent, no phosphate acceptor, uHTS, primary screen (AID 1001). 200,000 tested, 0.03% active. purified TNAP, luminescent activation assay, no phosphate acceptor; higher activation fold means a stronger effect. activation fold at 20 µM, or EC50 in µM where a hit was titrated; in the data active means activation fold from about 3, or a potency from the dose series; inactive means the rest, 99 in 100 with activation fold below about 1.6; further: many of its hits are not listed in these tables
# WT yeast gro inh mutant strain – also measured in WT yeast gro inh; calls as there; inhibition, %; mitochondrial fusion phenotypic screen, mutant strain inhibition
# Starred values were filed as active, the others as inactive; i = inactive; · = not tested or not shown. Unless noted, no stated cut-off is given here; in the data, active means inhibition above about 50%; inactive means the rest.
# Under each structure: XIAP antagonists, P. falciparum M17LAP, Yfh1-off respiration, human PMI inhibitors, LYP inhibition, WT yeast gro inh, M1AAP inhibition, TNAP activators, human PMI inhibition, WT yeast gro inh mutant strain
COC(=O)c1cc(NC(=O)c2c(F)c(F)c(F)c(F)c2F)cc(C(=O)OC)c1
→ 2.6%, 5%, i, 16%, -4%, 16, 5%, 1.1, 13%, -7
CCN(CC)c1ccc(C(=O)OCC(=O)Nc2ccc3[nH]c(=O)[nH]c3c2)cc1
→ -1.0%, 15%, i, 18%, 0%, 4, 9%, 1.1, 14%, 13
CCNc1nc(NCC)nc(N/N=C/c2ccc(O)c(OC)c2)n1
→ ·, 18%, i, ·, -2%, ·, 4%, ·, ·, ·
CC(c1ccco1)N(C(=O)COc1ccccc1[N+](=O)[O-])c1ccccn1 (stereo not given)
→ -1.7%, 10%, i, -5%, -4%, 71*, -1%, 1.1, 0%, 2.6*
Cc1ccc(CN(Cc2cc3cc4c(cc3[nH]c2=O)OCCO4)Cc2nnnn2Cc2ccco2)cc1
→ -9.0%, 6%, i, 17%, -3%, 2, 23%, 1, 40%, 9
CN1C(=S)SC(/[N+]([O-])=C\c2ccccc2F)C1(C)C (stereo not given)
→ ·, 13%, i, ·, -2%, ·, 2%, ·, ·, ·
CCC(C)/C(C)=N/Nc1ccc(S(N)(=O)=O)cc1[N+](=O)[O-] (stereo not given)
→ -7.7%, -8%, i, 8%, 1%, -3, -3%, 0.9, 1%, 4
O=C(CCc1nc(-c2ccccc2)no1)NCCc1ccccc1
→ -4.1%, 6%, i, -5%, 5%, 62*, 1%, 1, -5%, -2.5*
Cc1ccc(C(=O)Oc2cccc(NC(=O)c3cccs3)c2)cc1S(=O)(=O)N1CCOCC1
→ -4.6%, 2%, i, -2%, -3%, -6, -3%, 1.1, 2%, -18
COc1cccc(C(=O)N2CCN(Cc3ccccc3[N+](=O)[O-])CC2)c1
→ -18%, -9%, i, -14%, -13%, -4, -2%, 1, -11%, -11
C=CCN(c1ccccc1)S(=O)(=O)c1ccc2c(c1)oc(=O)n2C
→ -6.7%, 2%, i, 9%, -10%, 13, 2%, 1.1, 3%, -7
Cc1ccccc1OCCCC(=O)Nc1ccccc1C(F)(F)F
→ -4.3%, 6%, i, 5%, 7%, 1, -3%, 1, 10%, -10
O=c1oc2ccccc2c2c1nnn2CCO
→ -11%, 7%, i, -4%, -5%, -4, 7%, 1.1, -6%, 4
Cc1cc(C)n2nc(C(=O)Nc3nnc(C4CC4)s3)nc2n1
→ -4.7%, 8%, i, -1%, -10%, -12, 4%, 0.9, -12%, -42
CCC(=O)Nc1cccc(-c2cnc3ccccc3n2)c1
→ 0.6%, 5%, i, 5%, -8%, -11, 10%, 1, 2%, 0
CCOC(=O)/C(C#N)=C/c1c(N2CCN(Cc3ccc4c(c3)OCO4)CC2)nc2c(C)cccn2c1=O
→ ·, 1%, i, ·, -1%, ·, 4%, ·, ·, ·
O=C([C@H](O)c1ccccc1)N1CCC[C@H]1CO
→ -12%, 3%, i, -14%, -2%, -4, 3%, 1, -3%, 21
CC(=O)Nc1nnc(SCC(=O)N2CCN(Cc3ccccc3)CC2)s1
→ -2.4%, 3%, i, -6%, -4%, -18, 3%, 1.1, -9%, 1
Cc1cnn(CCC(=O)NNC(=S)Nc2ccccc2)c1
→ -1.8%, 9%, i, 5%, -2%, -4, 2%, 2.8, 15%, -4
Fc1ccccc1NC(=S)Nc1ccc(Br)cc1
→ -3.9%, -4%, i, 10%, -8%, 62*, 7%, 1, 15%, 39*
CSC1=NCCN1C(=O)C(C)Oc1ccccc1 (stereo not given)
→ -1.7%, -9%, i, 6%, 2%, 8, 1%, 1.1, 8%, 1
CC(C)(C)c1ccc(S(=O)(=O)NCC(=O)Nc2sc3c(c2C(N)=O)CCCC3)cc1
→ -4.1%, -2%, i, 0%, 7%, 14, 4%, 1, 2%, 11
CC(C)CC1C2C(=O)N(c3ccccc3)C(=O)C2ON1c1ccccc1 (stereo not given)
→ ·, -2%, i, ·, -5%, ·, 5%, ·, ·, ·
COc1cccc2sc(NNC(=O)COc3ccccc3)nc12
→ -2.6%, 0%, i, -12%, 23%, -7, 6%, 2.4, -16%, 5
CC(C)N(C(=O)COC(=O)c1ccccc1C(=O)N1CCN(c2ccc(F)cc2)CC1)C(C)C
→ -1.7%, 8%, i, 10%, -6%, -7, 3%, 1.1, -6%, -29
COc1ccc(-c2cc(C(=O)Nc3nc4c(C)cccc4s3)c3ccccc3n2)cc1OC
→ -9.2%, -11%, i, -5%, -2%, 7, 7%, 1, 4%, 3
CC1(C)Cc2ccccc2C(NNC(=O)c2ccccn2)=N1
→ -4.5%, 19%, i, 4%, -4%, 20, -1%, 2.3, 3%, 28
CCSc1nc(-c2ccccc2)nc2c1CCCC2
→ -7.8%, 2%, i, 12%, -4%, 28, 3%, 1.1, 8%, 35
O=C(NNC1CC(=O)N(c2cccc(Cl)c2)C1=O)c1cccnc1 (stereo not given)
→ -9.0%, -6%, i, -18%, -7%, -14, 11%, 1, -19%, -5
CC(C)C12CN3CC(C(C)C)(CN(C1)C3c1ccc([N+](=O)[O-])o1)C2=O (stereo not given)
→ ·, -5%, i, ·, -6%, ·, -2%, ·, ·, ·
Cc1c(-c2ccccc2)[n+](=O)c2c(n1[O-])CCCCC2
→ -0.1%, 10%, i, -10%, -4%, -16, 3%, 1.1, -7%, 5
CC(CNC(=O)c1cccs1)c1ccc([N+](=O)[O-])cc1 (stereo not given)
→ -5.3%, -4%, i, 13%, -3%, -3, -1%, 1, 17%, 7
CC1(C)CC(=O)C2=C(C1)N=C1SCCC(=O)N1C2c1ccccc1 (stereo not given)
→ -5.3%, 11%, i, 2%, -7%, 18, 3%, 1.1, -6%, 5
O=C(Cn1nnc(-c2ccccc2)n1)OC1CCOC1=O (stereo not given)
→ -3.0%, 3%, ·, -1%, -7%, 18, 1%, 1.1, -1%, 22
Cc1cc(C)nc(Sc2nc(C)nc3c2oc2ccccc23)n1
→ 2.8%, 5%, i, 5%, -1%, 11, -3%, 1.1, 5%, 22
Cc1ccsc1C(=O)Nc1ccc2c(c1)OCCO2
→ -13%, -5%, i, -2%, -5%, 20, -1%, 1, 10%, 12
CC(C)n1c(=O)c2c(O)cc(=O)oc2c2ccccc21
→ -3.7%, -3%, i, 9%, 4%, 5, 11%, 1, 10%, -4
COCCNC(=O)Nc1ccc2c(c1)N(C)C(=O)CS2
→ -6.1%, 9%, i, 10%, -4%, 13, 2%, 1.1, 8%, 15
CCCc1ccc(-c2c(C)sc(NC(=O)c3ccnn3C)c2C#N)cc1
→ -3.3%, -7%, i, 4%, 2%, -3, 0%, 1.1, 6%, -7
COc1ccc(CCNS(=O)(=O)c2cccs2)cc1
→ -4.3%, -6%, i, -3%, -7%, 3, -2%, 1, -1%, 3
COC(=O)c1ccc(Sc2nnnn2-c2ccccc2)c([N+](=O)[O-])c1
→ -6.4%, 6%, i, 9%, -1%, 0, 6%, 1, 16%, -11
CCn1c(CCNC(=O)c2ccc(F)cc2)nc2ccccc21
→ -10%, 2%, i, 6%, 1%, 1, 4%, 1, 7%, 7
COc1ccc(OC)c(C2C(C(=O)c3cc4ccccc4o3)=C(O)C(=O)N2c2cc(C)on2)c1 (stereo not given)
→ -3.5%, 18%, i, -47%, -3%, -6, 1%, 1, -4%, 0
Cn1cnnc1SCC(=O)NC1CCCc2ccccc21 (stereo not given)
→ 0.3%, 3%, i, -6%, -8%, -12, 5%, 1.1, -2%, -7
Cc1cc(C)c(NC(=S)NC(=O)c2c(Cl)c(C)nn2C)c([N+](=O)[O-])c1
→ -0.8%, 6%, i, 1%, -1%, 23, 13%, 1, -1%, -9
NC(=O)c1ccsc1NC(=O)c1ccc(S(=O)(=O)N2CCCc3ccccc32)cc1
→ -14%, -2%, ·, 19%, 1%, 37, 2%, 1, 16%, -4
CC1=CC(=C(C#N)c2nc3ccccc3s2)C=C(C)N1c1ccc(F)cc1
→ -8.5%, 6%, i, 25%, 8%, 4, 13%, 0.8, 17%, 2
CC(=O)NC(Cc1ccccc1C)C(=O)NC1CCN(c2ncccc2[N+](=O)[O-])CC1 (stereo not given)
→ -2.7%, 4%, i, 5%, 0%, -26, 3%, 1.1, 14%, 0
CCNc1nc(Oc2ccc(OC)cc2)cc(C(F)(F)F)n1
→ -7.2%, -3%, i, 6%, -1%, 25, -3%, 1.1, 6%, 22
CCOC(=O)N1CCN(C(=O)CSCC(=O)Nc2nc(-c3ccc4c(c3)OCO4)cs2)CC1
→ 0.9%, 17%, i, 4%, -4%, -6, 1%, 1.1, 6%, -7
CCOC(=O)c1c(-c2ccccc2Cl)csc1NC(=O)CSc1nc(C)cc(=O)[nH]1
→ 2.8%, 5%, i, 6%, 9%, 51, 10%, 1.1, 5%, -4
NC1=NC(=Nc2cccc(S(=O)(=O)N3CCOCC3)c2)c2ccccc21
→ ·, 1%, i, ·, -7%, ·, 6%, ·, ·, ·
COc1ccc(CN2CCCC(C(=O)N(C)Cc3ccccc3)C2)cc1OC (stereo not given)
→ -5.1%, 8%, i, 6%, -4%, -13, 6%, 1.1, 15%, -6
CC(C)(C)NC(=O)c1ccc(Cn2cc(C(F)(F)F)ccc2=O)cc1
→ -4.0%, 1%, i, 5%, -6%, 3, 8%, 1.1, 3%, 11

# Four compounds picked at random from the list so far:
# Under each structure: XIAP antagonists, P. falciparum M17LAP, Yfh1-off respiration, human PMI inhibitors, LYP inhibition, WT yeast gro inh, M1AAP inhibition, TNAP activators, human PMI inhibition, WT yeast gro inh mutant strain
CCCc1ccc(-c2c(C)sc(NC(=O)c3ccnn3C)c2C#N)cc1
→ -3.3%, -7%, i, 4%, 2%, -3, 0%, 1.1, 6%, -7
CC(=O)NC(Cc1ccccc1C)C(=O)NC1CCN(c2ncccc2[N+](=O)[O-])CC1 (stereo not given)
→ -2.7%, 4%, i, 5%, 0%, -26, 3%, 1.1, 14%, 0
CC(C)(C)c1ccc(S(=O)(=O)NCC(=O)Nc2sc3c(c2C(N)=O)CCCC3)cc1
→ -4.1%, -2%, i, 0%, 7%, 14, 4%, 1, 2%, 11
CCOC(=O)N1CCN(C(=O)CSCC(=O)Nc2nc(-c3ccc4c(c3)OCO4)cs2)CC1
→ 0.9%, 17%, i, 4%, -4%, -6, 1%, 1.1, 6%, -7

# Part of the list above, with tabs.
SMILES	XIAP antagonists	P. falciparum M17LAP	Yfh1-off respiration	human PMI inhibitors	LYP inhibition	WT yeast gro inh	M1AAP inhibition	TNAP activators	human PMI inhibition	WT yeast gro inh mutant strain
COc1ccc(CN2CCCC(C(=O)N(C)Cc3ccccc3)C2)cc1OC (stereo not given)	-5.1%	8%	i	6%	-4%	-13	6%	1.1	15%	-6
CC1(C)CC(=O)C2=C(C1)N=C1SCCC(=O)N1C2c1ccccc1 (stereo not given)	-5.3%	11%	i	2%	-7%	18	3%	1.1	-6%	5
C=CCN(c1ccccc1)S(=O)(=O)c1ccc2c(c1)oc(=O)n2C	-6.7%	2%	i	9%	-10%	13	2%	1.1	3%	-7
